Rab9 promoter act = activates the Rab9 promoter | Potency, µM (highest dose often 9.22 µM), inactives show at the highest dose activation, negative = inhibition, actives largely listed as activators | Huh7 Rab9 promoter-luciferase reporter, luminescence, 24 h | 320,000 compounds, 2.8% hits | AID 485297; further: % of control where 0% means no effect; nearly all actives have a fitted effect of over 60% in size
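Stable Rab9-luc Huh7, 1500 cells/well, 2 h settle; cmpd in DMSO, 24 h, 37 °C/5% CO2; luciferase reagent 10 min RT; luminescence.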
NPC1 promoter act = activators of NPC1 promoter; Huh7 NPC1 promoter luciferase reporter, 24 h; Potency, µM (titrated, usually from 9.22 µM), without a hit: top-dose activation, usual class: activators; 320,000 compounds, 2.4% hits;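 further: % of control where 0% means no effect; nearly all actives have a fitted effect of over 60% in size; reporter is driven by a mutant NPC1 promoter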
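Stable NPC1-promoter luciferase Huh7 line; cpd (DMSO) 24 h, 37 °C, 5% CO2; Amplite luciferase reagent 10 min RT; luminescence readout. qHTS format.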
Gal4-VP16 FLuc = counter-screen for ROR gamma inhibitors: Gal4-VP16 reporter; Potency, µM (doses to about 53.6 µM), without a hit: at the top dose activity, negative = inhibition, hits mostly inhibitors; Drosophila S2 Gal4-VP16 UAS-luciferase, luminescence, 20 h; AID 2546; 310,000 compounds, 3.5% hits;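 further: Gal4-VP16 expression switched on by copper sulfate through the metallothionein promoter; on the % scale 0 is the no-effect control and ±100 the full control effect; nearly all actives have a fitted effect of over 50% in size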
p53 reactivator = re-activators of mutant p53; AID 504706; Potency, µM (series often up to 92.2 µM), for inactives: at the top dose activity change, positive = activation, most hits filed as activators; 320,000 compounds, 0.063% hits; H1299 p53-A138V BP100-luciferase reporter, luminescence, 24 h; further: % of control where 0% means no effect; nearly all actives have a fitted effect of over 45% in size
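H1299 (p53-null), stable ts p53-A138V + BP100-Luc; 1000 cells/well, Opti-MEM/10% FBS; cpd 4 pt, 1:5; 24 h, 37 deg C, 5% CO2; detection reagent 10 min RT; luminescence.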
FLuc counter = firefly luciferase modulation, counter-screen for miR-21 project | AID 588342 | purified FLuc, Km substrates, luminescence inhibition | Potency, µM (series often up to 57.5 µM), for the others: at the top dose activity change, negative = inhibition, actives largely listed as inhibitors | 360,000 compounds, 6.9% hits;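 further: plate controls were vehicle for no effect and reference inhibitor for full effect; nearly all actives have a fitted effect of over 55% in size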
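Purified P. pyralis luciferase, 10 nM final, with Km-level 10 uM D-luciferin and 10 uM ATP in 50 mM Tris acetate pH 7.5, 10 mM Mg acetate, 0.01% Tween-20, 0.05% BSA; 6-point qHTS titration about 60 µM downward; luminescence read.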
RORgamma inh = ROR gamma (mouse) transcription inhibition; P51450; Drosophila S2 Gal4-RORgamma UAS-luciferase reporter, 20 h; Potency, µM (doses to about 53.6 µM), without a hit: top-dose activity change, negative = inhibition, actives largely listed as inhibitors; 310,000 compounds, 5.4% hits; further: on the % scale 0 is the no-effect control and ±100 the full control effect; nearly all actives have a fitted effect of over 60% in size
Target sequence (P51450 whole entry, looked up, the tested form may be a part): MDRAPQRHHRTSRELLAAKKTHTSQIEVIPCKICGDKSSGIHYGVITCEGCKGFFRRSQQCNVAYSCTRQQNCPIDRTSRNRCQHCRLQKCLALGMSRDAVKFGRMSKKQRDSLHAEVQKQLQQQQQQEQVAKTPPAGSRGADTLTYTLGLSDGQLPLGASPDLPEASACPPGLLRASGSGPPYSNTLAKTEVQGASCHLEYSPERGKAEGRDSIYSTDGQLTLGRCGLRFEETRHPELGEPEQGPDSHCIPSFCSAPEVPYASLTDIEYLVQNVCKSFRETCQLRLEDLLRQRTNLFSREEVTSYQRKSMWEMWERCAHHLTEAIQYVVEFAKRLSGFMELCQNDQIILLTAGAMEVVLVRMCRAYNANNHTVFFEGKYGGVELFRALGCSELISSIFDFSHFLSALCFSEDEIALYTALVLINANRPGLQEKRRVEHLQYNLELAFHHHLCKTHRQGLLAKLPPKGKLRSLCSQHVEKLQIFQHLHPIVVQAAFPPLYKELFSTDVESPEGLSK
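A Gal4/UAS one-hybrid system in insect cells: metallothionein-promoter Gal4–ROR gamma fusion plus Photinus luciferase reporter. Copper sulfate 700 uM final, 20 hr ambient incubation, luminescent detection after 10 min with reagent.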
ELG1 genotox = inducers of genotoxicity in HEK293T ELG1-luciferase cells | HEK293T ELG1-luciferase reporter, luminescence, 16 h | Potency, µM (doses to about 46 µM), without a hit: at the top dose activity change, positive = activation, hits mostly activators | 330,000 compounds, 1.3% hits | AID 504466; further: % of control where 0% means no effect; nearly all actives have a fitted effect of over 60% in size
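Quantitative HTS format in 1536-well plates. HEK293T ELG1-luciferase reporter cells receive test compound and are incubated 16 hr at 37 °C, 5% CO2; ONE-Glo added, 30 min room temperature, then luminescence read.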
uPA generation = cell surface uPA generation inhibition; cell surface uPA generation assay, qHTS; Potency, µM (series often up to 38.3 µM), for the others: at the top dose activity change, negative = inhibition, most hits filed as inhibitors; 330,000 compounds, 0.31% hits; AID 540303; active means well fitted inhibition curve with a large enough effect; inconclusive means small, poorly fitted or top-dose-only effect; inactive means no such curve, though single readings can be large or run the other way; tested in mouse RAW 264.7 cells; further: on the % scale 0 is the no-effect control and ±100 the full control effect; nearly all actives have a fitted effect of over 55% in size
MBNL1 CUG block = blocks human MBNL1 binding to CUG repeat RNA; 280,000 compounds, 0.036% hits; Potency, µM (titrated, usually from 57.5 µM), for inactives: at the highest dose activity change, negative = inhibition, most hits filed as inhibitors; AID 2675; TR-FRET MBNL1-His/biotin-(CUG)12 binding, 665/545 ratio; active means well fitted inhibition curve with a large enough effect in the signal ratio, with a control signal flat, not every such curve was filed as active; inconclusive means small, poorly fitted or top-dose-only effect, or effect the other way, or a change in a side signal; inactive means no such curve, though single readings can be large or run the other way; the % refers to the signal ratio; further: on the % scale 0 is the no-effect control and ±100 the full control effect
Target sequence (Q9NR56 whole entry, looked up): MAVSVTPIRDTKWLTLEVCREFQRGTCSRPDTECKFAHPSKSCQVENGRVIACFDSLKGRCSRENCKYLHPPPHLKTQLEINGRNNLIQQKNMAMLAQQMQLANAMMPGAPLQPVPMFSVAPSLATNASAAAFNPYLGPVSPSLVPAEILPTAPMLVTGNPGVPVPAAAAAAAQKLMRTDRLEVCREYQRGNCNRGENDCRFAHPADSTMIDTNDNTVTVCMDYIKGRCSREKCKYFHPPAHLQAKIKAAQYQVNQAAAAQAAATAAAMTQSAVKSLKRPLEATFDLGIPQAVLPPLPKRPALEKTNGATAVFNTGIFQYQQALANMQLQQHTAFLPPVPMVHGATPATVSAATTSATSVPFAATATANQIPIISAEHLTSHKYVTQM
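Inhibition of protein-RNA binding appears as loss of TR-FRET between terbium anti-His antibody on MBNL1-His and streptavidin-XL665 on biotin-(CUG)12. Activity is normalized to buffer-only and uninhibited-complex controls.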
BRCA1 expr act = activators of BRCA1 expression; 380,000 compounds, 1.1% hits; MCF7-BRCA1-FFLuc reporter, luminescence, 48 h; response scale: scaled: vehicle 0%, 10 µM genistein 100%; Potency, µM (highest dose often 46.1 µM), inactives show top-dose activation, actives largely listed as activators; AID 624202; further: nearly all actives have a fitted effect of over 80% in size; some results filed as inactive show a strong effect at the top dose
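48 h compound treatment of MCF7-BRCA1-FFLuc cells (phenol-red free MEM, 37 °C), then 15 min with luciferase substrate and luminescence imaging.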
Starred values were filed as active, the others as inactive; ? = inconclusive; . = no result given; [ ] = another dose, or the depositor's remark. Unless noted, the call rests on the fitted dose curve; in most records, active means well fitted curve in the direction sought with a large enough effect; inconclusive means small, poorly fitted or top-dose-only effect, or another doubt; inactive means no such curve, though single readings can be large; an effect the other way counts as inactive or inconclusive. Potency means the concentration at half of the fitted maximal effect.

entry | SMILES | MBNL1 CUG block | BRCA1 expr act | ELG1 genotox | RORgamma inh | Rab9 promoter act | p53 reactivator | FLuc counter | Gal4-VP16 FLuc | uPA generation | NPC1 promoter act
1 | Cn1/c(=N/N=C/c2ccc(N3CCOCC3)cc2)sc2ccccc21 | 1% | ? | 13% | ? | 30% | 12% | 3µM* | ? | -1% | ?
2 | S=C(N/N=C/c1ccc2ncccc2c1)Nc1ccccc1 | 7% | -58% | ? | 1.3µM* | ? | -8% | 4.8µM* | ? | ? | ?
3 | COc1cccc(OCCCN2CCCCC2)c1 | 6% | -27% | 2% | -38% | 5% | 14% | -5% | -5% | . | 6%
4 | O=C(Cc1sc(Nc2ccccc2)nc1-c1ccccc1)NCc1ccccn1 | 6% | 1% | ? | -72% | ? | 10% | 19µM* | -48% | 0% | ?
5 | COc1cc(NC(=S)Nc2cccnc2)cc(OC)c1OC | -6% | -35% | 1% | 10% | 0% | 3% | -2% | -12% | -10% | 6%
6 | C=CCN(C(=O)OC(C)(C)C)S(=O)(=O)NCc1ccccc1 | . | 3% | -2% | . | -2% | ? | 4% | . | -3% | -1%
7 | CC(C)(C)OC(=O)NC(CCNC=C1C(=O)OC(C)(C)OC1=O)C(=O)O (stereo not given) | -3% | 0% | -5% | -15%[0.365 µM] | -1% | 1% | 1% | . | 4% | -1%
8 | O=C(Nc1cccc(-c2nn[nH]n2)c1)c1cccs1 | 11% | 35% | -3% | 7.9µM* | ? | 21% | ? | 10µM* | -1% | 2.8µM*
9 | COc1ccc(CCNC(=O)C23CCC(C)(C(=O)C2Br)C3(C)C)cc1OC (stereo not given) | -4% | 0% | -4% | -1% | -14% | -6% | 0% | 6% | 4% | 7%
10 | O=C(NCCCN1CCCC1=O)c1c(O)nc2sccn2c1=O | . | -8% | 2% | . | 2% | 1% | 3% | . | -14% | -1%
11 | O=C(CN1C(=O)C2CCc3[nH]c4ccccc4c3C2C1=O)N1CCCC1 (stereo not given) | -4% | 2% | 3% | 19% | -27% | -3% | 4% | 2% | 3% | -1%
12 | COc1cccc(OCc2nc(-c3ccc(Br)o3)no2)c1 | -1% | 20% | 10% | ? | 15% | 4% | ? | 2% | -2% | 1%
13 | O=C(Nc1cccc(C(F)(F)F)c1)c1cc(-c2cccs2)on1 | 5% | -11% | 1% | -5% | -4% | ? | ? | -6% | . | -3%
14 | CCOC(=O)c1cc(C)nc(SC)c1C#N | 3% | -1% | 0% | 12% | 2% | 0% | 4% | -3% | -3% | -6%
15 | O=C1CCCN1CCCNS(=O)(=O)c1cccs1 | . | 1% | 1% | . | . | 4% | . | . | ? | .

Some of these compounds in order of the BRCA1 expr act value, lowest first.
#	structure	BRCA1 expr act	Rab9 promoter act	p53 reactivator	uPA generation	NPC1 promoter act
2	S=C(N/N=C/c1ccc2ncccc2c1)Nc1ccccc1	-58%	?	-8%	?	?
14	CCOC(=O)c1cc(C)nc(SC)c1C#N	-1%	2%	0%	-3%	-6%
4	O=C(Cc1sc(Nc2ccccc2)nc1-c1ccccc1)NCc1ccccn1	1%	?	10%	0%	?
6	C=CCN(C(=O)OC(C)(C)C)S(=O)(=O)NCc1ccccc1	3%	-2%	?	-3%	-1%
12	COc1cccc(OCc2nc(-c3ccc(Br)o3)no2)c1	20%	15%	4%	-2%	1%
8	O=C(Nc1cccc(-c2nn[nH]n2)c1)c1cccs1	35%	?	21%	-1%	2.8µM*

By substructure: the entries above with a tert-butyl group
entry | SMILES | MBNL1 CUG block | BRCA1 expr act | ELG1 genotox | RORgamma inh | Rab9 promoter act | p53 reactivator | FLuc counter | Gal4-VP16 FLuc | uPA generation | NPC1 promoter act
6 | C=CCN(C(=O)OC(C)(C)C)S(=O)(=O)NCc1ccccc1 | . | 3% | -2% | . | -2% | ? | 4% | . | -3% | -1%
7 | CC(C)(C)OC(=O)NC(CCNC=C1C(=O)OC(C)(C)OC1=O)C(=O)O (stereo not given) | -3% | 0% | -5% | -15%[0.365 µM] | -1% | 1% | 1% | . | 4% | -1%

Continued.
entry | SMILES | MBNL1 CUG block | BRCA1 expr act | ELG1 genotox | RORgamma inh | Rab9 promoter act | p53 reactivator | FLuc counter | Gal4-VP16 FLuc | uPA generation | NPC1 promoter act
16 | COCc1cc(C)nc(SC)c1C#N | -7% | 1% | 4% | 2% | 12% | 0% | -1% | 2% | -1% | -3%
17 | COCCCNCCOc1ccc(C(C)(C)c2ccccc2)cc1 | -12% | -64% | -3% | -16% | 0% | -3% | 1% | -1% | -6% | 0%
18 | COc1ccc(NC(=O)c2cnc(C)cn2)c2ncccc12 | 0% | . | -2% | 0.32µM* | -25% | 5% | -1% | 0.56µM* | . | -13%
19 | N#C/C(=C\c1ccccc1Cl)C(=O)NC(=O)Oc1ccccc1 | 2% | -1% | 2% | -6% | 2% | 3% | -10% | 2% | 3% | -2%
20 | CCCS(=O)(=O)C(=C(Nc1ccccc1)Nc1ccccc1)S(=O)(=O)CCC | -7% | 0% | -1% | 3% | -5% | -2% | -1% | 2% | -6% | 0%
21 | CC1C(=O)N2CCCc3cc(NS(=O)(=O)c4ccc(F)cc4)cc1c32 (stereo not given) | . | -35% | ? | . | 8% | -9% | 16% | . | -1% | -3%
22 | Cn1nc(C(=O)OCC(=O)NCc2ccc(Cl)cc2)c2ccccc2c1=O | . | -8% | 16% | . | . | 0% | . | . | -10% | .
23 | Cc1[nH]n(-c2ccccc2)c(=O)c1-c1ccc(Cl)cc1 | -4% | -7% | -2% | ? | 2% | 4% | ? | -4% | -4% | 7%
24 | Cc1cc(C)nc(SCCN(C)C)n1 | -12% | 2% | 1% | -11% | -7% | 0% | -1% | 6% | 3% | 1%
25 | COC(=O)c1onc(C(=O)c2ccccc2)c1C(=O)OC | 16% | -3% | -2% | -3% | -2% | 3% | 0% | 8% | . | -4%
26 | C/C(CC(=O)Nc1ccc(Cl)cc1)=N\NC(=O)C(=O)N1CCCCC1 | 0% | 52% | 9% | -15% | -4% | 4% | -14% | ? | -2% | 2%
27 | COC(=O)C1CCN(Cc2ccc(C)cc2)CC1 | 3% | -13% | 0% | 15% | -2% | 3% | 0% | 10% | 2% | 2%
28 | COc1ccc(-n2c(COc3ccc4ccccc4c3)nnc2SCC(=O)NCc2ccco2)cc1 | -2% | -19% | -18% | 9% | 0% | -1% | 0% | -2% | . | -3%
29 | CCC(CC)N1CCN(Cc2nc3ccc([N+](=O)[O-])cc3c(=O)n2-c2ccccc2F)CC1 | ? | -66% | 0% | 25% | 1% | -5% | -1% | -12% | 4% | -5%
30 | O=S(=O)(NCCc1ccccn1)c1ccc(-c2ccccn2)s1 | 13% | -13% | -2% | -7% | 1% | 5% | -3% | -9% | 4% | -1%

New compounds follow.
entry | SMILES | MBNL1 CUG block | BRCA1 expr act | ELG1 genotox | RORgamma inh | Rab9 promoter act | p53 reactivator | FLuc counter | Gal4-VP16 FLuc | uPA generation | NPC1 promoter act
31 | Cc1nn(CC(=O)NCCc2ccc(Cl)cc2Cl)c(C)c1[N+](=O)[O-] | -5% | -18% | -4% | 150% | 3% | -25% | 4% | 6% | 2% | -3%
32 | COc1ccc(C(CNC(=O)COc2ccc(-c3ccccc3)cc2)N2CCOCC2)cc1 (stereo not given) | . | -34% | -9% | 12% | 7% | -4% | -13% | -7% | -2% | 0%
33 | CCC(C(=O)NCCc1ccccc1OC)n1nc(C)c2c(C)n(-c3ccccc3)nc2c1=O (stereo not given) | 0% | -16% | -5% | -28% | -5% | -10% | 1% | -5% | -5% | 1%
34 | COc1ccc(C2C(C#N)=C(N)N(c3ccccc3C#N)C3=C2C(=O)CCC3)cc1CN1CCCC1 (stereo not given) | 21%[11.5 µM] | -3% | 3% | -11% | -1% | -3% | -2% | -10% | 3% | 0%
35 | CC(C(=O)N1CCc2ccccc21)N(C)CC(=O)Nc1cccc(F)c1 (stereo not given) | . | 27% | 1% | . | -4% | -6% | 2% | . | -14% | 1%
36 | Cc1cccc(N2C(=O)C3C(c4ccccc4)OC4(C(=O)c5ccccc5C4=O)C3C2=O)c1 (stereo not given) | 3% | -7% | -4% | -3% | -9% | 9% | -10% | -9% | . | 0%
37 | CC(C)CN1CCN(Cc2cccn2-c2ccccn2)CC1CCO (stereo not given) | -7% | 4% | -3% | 8% | 1% | 3% | 2% | 6% | 2% | -4%
38 | O=C(Cn1cnc2ccccc2c1=O)Nc1cccc(-c2nnc3n2CCCCC3)c1 | -1% | -3% | -4% | -9% | 1% | -1% | 0% | 5% | 4% | -5%
39 | COc1cc(C2C3=C(CC(C)(C)CC3=O)Nc3c2c(=O)[nH]c(=O)n3Cc2ccccc2)ccc1O (stereo not given) | -18% | -14% | -3% | 15% | -4% | -11% | -1% | -1% | -1% | 1%
40 | O=C(CSc1nc(-c2ccccc2)c(-c2ccccc2)o1)Nc1nncs1 | 1% | 0% | 1% | ? | 3% | 2% | -1% | -12% | 1% | -2%
41 | COc1ccc(N2CCN(c3oc(-c4ccc(OC)c(OC)c4)nc3C#N)CC2)cc1 | -2% | -18% | -23% | 5% | -5% | 1% | 3% | 2% | -2% | 0%
42 | CC(=O)c1ccccc1Oc1cc(NN2CCCCC2)c([N+](=O)[O-])cc1[N+](=O)[O-] | ? | -38% | 2% | 33% | 3% | . | -3% | 4% | -4% | 2%
43 | Cc1oc2cc(O)ccc2c(=O)c1Oc1ccc2ccccc2c1 | 5% | 3%[1.84 µM] | -1% | ? | 4% | -5% | -19% | ? | 2% | -1%
